# High-throughput results as filed in PubChem BioAssay.
# sdo1 growth = sdo1-depleted yeast growth rescue; S. cerevisiae sdo1-depleted JHY4D growth rescue, OD600 30 h; hits give high values; pdr5 snq2 efflux-pump mutant strain; z-score at 10 µM; 140,000 tested, 0.21% active; AID 817;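 active = z-score above 3 at both the 24 hr and the 30 hr optical density reads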;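 also: z-score against mean and SD of all compound wells on the same plate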
# INS promoter inh = TRM-6 insulin promoter activity inhibition; 130,000 tested, 0.9% active; TRM-6 cells (human fetal islet line), insulin promoter-eGFP reporter, imaging; reporter expression induced with tamoxifen; inhibition, % at 2 µM;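 active = inhibition above the mean plus 3 SD, with well images judged a real hit on visual review, cut at about 60% in these data, passing the limit was not always enough; inconclusive = inhibition over the cutoff but images rejected on review; inactive = inhibition not above the cutoff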
# sdo1 growth Rescue 24 h = also measured in sdo1 growth; calls as there; z-score; S. cerevisiae sdo1-depleted JHY4D growth rescue, OD600; measured here: growth rescue at 24 h;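 0 is the plate mean of compound wells and units are plate SD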
# Numbers without * were called inactive; ? = inconclusive; . = not tested or not shown. Some of the compounds tested; count on the stated rates, not on these rows.
No.	sdo1 growth	sdo1 growth Rescue 24 h	INS promoter inh	mol
1	-0.72	-0.66	.	CC(C)Cc1nc2oc3c(NCC4CCCO4)ncnc3c2c2c1CCC2 (stereo not given)
2	1.8	0.5	-77	Cc1cc(=O)n2[nH]c(C(=O)O)nc2n1
3	-0.6	-0.66	.	Cc1ccc(C2(CCNS(=O)(=O)c3ccc(C)cc3)CCOC(C(C)C)C2)cc1 (stereo not given)
4	.	.	2	COc1ccc(-n2cc(CNCCc3cnc[nH]3)c(-c3cccc(F)c3)n2)cc1
5	0.4	-0.23	22	CCOc1ccc(N=C(NC#N)SCC)cc1
6	-2	-1.3	29	Cc1ccc(CNCc2cc3c(C(C)(C)C)nn(-c4ccccc4)c3[nH]c2=O)cc1
7	0.65	0.99	12	COCCNC(=O)COc1cccc(Oc2ccccc2)c1
8	0.2	0.07	.	CNC(=O)NC(=O)CSc1nc2cc(C(=O)OC)ccc2c(=O)n1-c1ccccc1

# Remaining list, next part.
No.	sdo1 growth	sdo1 growth Rescue 24 h	INS promoter inh	mol
9	.	.	13	Cc1cc(CNC(=O)C(C)n2nc(C)c([N+](=O)[O-])c2C)c2ccccc2n1 (stereo not given)
10	-0.41	-1.2	12	CCOc1ccc2[nH]c(=O)c(CN(CCO)C(=O)c3ccccc3F)cc2c1
11	0.11	-0.36	.	CCC(C)(C)n1nnnc1CN(Cc1cc2cc(OC)ccc2[nH]c1=O)C1CCCC1
12	-0.29	-0.28	-9	CN(/N=C/c1ccncc1)c1cnn(-c2ccc(F)c(Cl)c2)c(=O)c1Cl
13	-0.08	0.1	.	CCOC(=O)c1cn(-c2nc(-c3ccc(Cl)cc3)cs2)c2c(F)c(N3CC(C)OC(C)C3)c(F)cc2c1=O (stereo not given)
14	-0.35	-0.68	23	CC1(C)CC(CC(=O)NC(=S)Nc2ccc([N+](=O)[O-])cc2)C(=O)O1 (stereo not given)
15	0.6	-0.16	-11	COc1ccc(C(=O)Nc2ccccc2C(=O)NC(C)C)cc1OC
16	.	.	28	O=C(CSc1ncccn1)Nc1ncc(C(F)(F)F)cc1Cl

# Additional records.
No.	sdo1 growth	sdo1 growth Rescue 24 h	INS promoter inh	mol
17	1.3	1.2	10	Cn1c(CNC(=O)c2cccs2)nnc1SCC(=O)Nc1ccc(Cl)cc1
18	-0.56	-0.67	18	CC1(C)CC(=O)C(C=NCCC2=CCCCC2)=C(O)C1
19	-1.6	-1.1	.	CSc1nc2ccc3nc(NC(=O)c4ccc(Cl)s4)sc3c2s1
20	0.27	0.29	13	CCCOC(=O)c1ccc(NC(=O)C2C3CCC(C3)C2C(=O)O)cc1 (stereo not given)
21	-0.59	-0.93	5	COc1cccc(NC(=S)N(CCc2c(C)[nH]c3ccc(C)cc23)Cc2cccs2)c1
22	1	0.4	-19	Cc1ccc(Sc2ncccc2C(=O)O)cc1C
23	-1.3	-1	22	CCOc1ccc(Nc2oc(Cc3ccccc3)nc2C#N)cc1
24	0.05	-0.78	.	CCN(CC)CCN(CC)Cc1ccccc1Br

# More records.
No.	sdo1 growth	sdo1 growth Rescue 24 h	INS promoter inh	mol
25	-0.02	-1.6	-306	Brc1ccc(C=Nc2ccc3c(c2)OCCOCCOCCO3)s1
26	2.8	2.5	.	NC(=O)C1(N2CCCCC2)CCN(C(=S)Nc2cccc(Cl)c2)CC1
27	-0.01	-0.59	30	O=C1CCC([N+](=O)[O-])C(c2cccc(Br)c2)N1 (stereo not given)
28	.	.	-33	COC(=O)C1=C(C)N(CCc2c[nH]c3ccc(OC)cc23)C(=O)C1
29	0.6	-0.09	.	O=C(NCCc1ccc(S(=O)(=O)N2CCCC2)cc1)c1cccs1
30	0.3	-0.24	-79	CCCCC(c1nnnn1C1CCCC1)N1CCN(C2CCCC2)CC1 (stereo not given)
31	-0.46	-0.61	-12	CC(Sc1nc(N)cc(=O)[nH]1)C(=O)Nc1cccc(Cl)c1 (stereo not given)
32	.	.	-15	Fc1ccc(-c2csc(-c3ccncc3)n2)cc1

# Continuation.
No.	sdo1 growth	sdo1 growth Rescue 24 h	INS promoter inh	mol
33	0.62	3.1	-17	N#Cc1ccc(N/N=C/c2cn(-c3ccccc3)nc2-c2ccccc2)c([N+](=O)[O-])c1
34	-0.81	-1.2	.	Fc1ccc(N=C2NN=C(c3cc(F)ccc3F)CS2)cc1
35	-0.02	-0.15	-23	COc1c(F)c(F)c(C(=O)O)c(Nc2ccccc2C)c1F
36	-0.39	0.39	-21	O=C(NCc1cccs1)C1CCCN(S(=O)(=O)c2ccc(Br)s2)C1 (stereo not given)
37	-0.08	-0.03	-51	CC(C)c1ccccc1NC(=O)COc1ccc2c(=O)c(Oc3ccc4ccccc4c3)coc2c1
38	1.2	1.1	.	O=C(NNc1ccccc1[N+](=O)[O-])Nc1ccc(F)cc1
39	0.35	0.08	-21	CCOC(=O)NN1C(=O)c2ccccc2NC1c1ccc(OC)cc1 (stereo not given)
40	.	.	35	COc1cc(/C=N/O)ccc1Oc1ccc([N+](=O)[O-])cc1[N+](=O)[O-]

# Next structures.
No.	sdo1 growth	sdo1 growth Rescue 24 h	INS promoter inh	mol
41	2.1	0.7	.	CC1=C(C(=O)N2CCOCC2)C(c2cccs2)NC(=O)N1 (stereo not given)
42	1.7	2	52	Cc1ccccc1NC(=O)c1ccc(NC(=O)c2ccco2)cc1
43	1.4	1.6	17	O=C(N/N=C/c1cccc([N+](=O)[O-])c1)c1cccs1
44	-0.78	-0.58	.	CC(C)(C)C1CCC(C(=O)Nc2ccccc2)CC1 (stereo not given)
45	-1.9	-1.4	-142	N#C/C(=C\c1ccc(N2CCOCC2)o1)c1nc2ccccc2[nH]1
46	0.08	-0.59	-22	COCCn1c(=O)[nH]c2cc(C(=O)NCc3ccccc3)ccc2c1=O
47	-0.32	-0.51	-26	COc1cc(N2CCCC2)c(OC)cc1/C=C(/C#N)c1ccc(F)cc1
48	.	.	36	N=C1S/C(=C\c2ccc(O)cc2)C(=O)N1c1ccc(F)cc1

# Other records follow.
No.	sdo1 growth	sdo1 growth Rescue 24 h	INS promoter inh	mol
49	-0.16	-0.09	-40	CCOC(=O)C1CCN(C(=O)CN(c2ccc(Cl)c(C(F)(F)F)c2)S(C)(=O)=O)CC1
50	-1.2	-0.36	16	c1ccc(Cc2nnc(Sc3ccccc3)c3ccccc23)cc1
51	0.15	0.86	-17	O=C(CCc1nc(-c2ccccc2)no1)NCc1cccnc1
52	-0.13	-0.78	7	Cc1nc(CS(=O)c2ccccc2)cc(N2CCOCC2)n1 (stereo not given)
53	-0.49	-0.92	-33	Cc1ccc(C)c(S(=O)(=O)N2CC(=O)N(CCc3ccccc3)C(=O)C2)c1
54	-0.12	-0.05	57	CCCC(CCC)C(=O)Nc1ccncc1
55	-0.35	-1.1	3	Cc1cc(C)c(C)c(C(=O)CSc2nnc(C)c(=O)[nH]2)c1C
56	.	.	-16	C=C(C)CC(c1ccccc1)N(C(C)=O)c1ccco1 (stereo not given)

# Next section:
No.	sdo1 growth	sdo1 growth Rescue 24 h	INS promoter inh	mol
57	0.69	0.53	.	COc1cccc(C(=O)N(CN2CCCC2=O)c2ccccc2OC)c1
58	0.22	-0.18	0	CCC(=O)N1CCc2cc(Br)cc(S(=O)(=O)CCC(=O)NCCOC)c21
59	0.9	1.4	.	CCc1cccc(C)c1NC(=O)C(c1ccccc1)N1CCC1=O (stereo not given)
60	-0.1	0.24	-15	COc1ccc(CNC(=O)C(C#N)c2nc3ccccc3nc2N2CCN(C)CC2)cc1 (stereo not given)
61	-1.6	-0.95	-275	CCn1c(/C=N/NC(=O)c2ccc(OC)cc2)nc2ccccc21
62	0.6	-0.11	30	CCCNC(=O)N1CCN(C(=O)NCCC)CC1
63	.	.	-35	CC(=O)Nc1ccc(NC(=O)Cc2sc(-c3cccnc3)nc2-c2ccc(C)cc2)cc1
64	.	.	9	O=c1[nH]c(Cc2ccccn2)nc2scc(-c3ccc(Cl)cc3)c12

# (listing goes on)
No.	sdo1 growth	sdo1 growth Rescue 24 h	INS promoter inh	mol
65	0.13	-0.02	11	Cc1cccc(N(C(=O)c2sc(C)nc2C)C(C(=O)NCc2ccco2)c2ccccc2)c1 (stereo not given)
66	-0.21	-1	-23	COc1ccc(C(=O)NC(=S)N2CCC(C)CC2)cc1
67	-1	-0.88	7	Fc1cnc(N2CCN(c3ccccc3)CC2)nc1N1CCN(c2ccccc2)CC1
68	0.5	1.3	0	Cc1ccc(-c2cc(C(=O)NCc3cn(C)nc3C)c3cc(Br)ccc3n2)cc1
69	.	.	27	CCN(CC)CCNC(=S)Nc1ccc2nc(N3CCCC3)cc(C)c2c1
70	0.62	0.5	-10	Cn1c(=O)c2[nH]c(-c3ccccc3)c(O)c2n(C)c1=O
71	0.67	0.12	-79	COc1ccc(N(CC(=O)Nc2ccc3c(c2)OCCO3)S(C)(=O)=O)c(OC)c1
72	1.2	1.2	-12	CN(C)c1ccc(/C=N/NC(=O)c2ccccc2Cl)cc1

# Other results.
No.	sdo1 growth	sdo1 growth Rescue 24 h	INS promoter inh	mol
73	.	.	12	S=C1NCCOCCOCCNC(=S)N2CCOCCOCCN1CCOCCOCC2
74	0.66	0.47	59	O=C(NCc1ccccc1)c1cccnc1N1CCOCC1
75	-0.47	-1.4	-8	O=C(NCCN1CCOCC1)c1cc2ccccc2o1
76	-0.33	-0.5	50	Cc1cc(C)nc(N2CCC(C(=O)Nc3ccc4c(c3)CCC4)CC2)n1
77	-0.52	-0.21	7	COc1cccc(CN2CCC(N(CCc3ccccc3)Cc3ccccc3)CC2)c1OC
78	1.6	1.2	?	COc1cc(/C=C/C(=O)OCC(=O)NC2CCS(=O)(=O)C2)ccc1O (stereo not given)
79	-1.9	-1.1	.	c1ccc2c(c1)OCC(c1csc3ncnc(N4CCCC4)c13)O2 (stereo not given)
80	-0.37	0.1	13	CCc1ccc(C(C(=O)NCc2ccc(OC)cc2)N(CCOC)C(=O)Cc2cccs2)cc1 (stereo not given)

# Additional compounds
No.	sdo1 growth	sdo1 growth Rescue 24 h	INS promoter inh	mol
81	.	.	-19	CCn1c(SCC(=O)Nc2c(C)n(C)n(-c3ccccc3)c2=O)nc2c1c(=O)n(C)c(=O)n2C
82	1.5	0.97	?	O=C(CN1CCN(Cc2ccc(Cl)cc2)CC1)N/N=C/C=C/c1ccccc1[N+](=O)[O-]
83	.	.	-8	CC(C)Cc1cc(C(=O)N2CCCC(CCC(=O)N(C)CCc3ccccn3)C2)no1 (stereo not given)
84	0.75	0.03	0	CC(=O)NC1(c2cccc(F)c2)CCN(CC(=O)NC(C)C)CC1
85	0.5	-0.4	.	c1ccc(OCCN2C3=NCCN3c3ccccc32)cc1
86	0.13	-0.39	-14	CCOC(=O)c1cc(CC)sc1N
87	0.6	0.25	-14	Cc1cc(/C=N/n2cnnc2)c(C)n1-c1ccccc1
88	-0.89	-1.1	51	O=C(NCCc1ccccc1)c1ccccc1NS(=O)(=O)N1CCCC1

# The listing continues.
No.	sdo1 growth	sdo1 growth Rescue 24 h	INS promoter inh	mol
89	-0.13	-0.14	13	CC(=O)Nc1c(C)cc(S(C)(=O)=O)cc1C
90	0.88	0.8	.	CC(=O)Nc1nc2n(n1)C(c1ccc(Cl)cc1)C=C(C)N2 (stereo not given)
91	-0.83	-0.86	-31	O=C1C2CC=CCC2C(=O)N1Cc1ccccc1Cl (stereo not given)
92	-0.72	-0.86	20	CCCc1cc(=O)[nH]c(NCc2ccc(Cl)cc2)n1
93	0.26	-0.54	-14	COC(=O)c1nc(NC(=O)c2ccccc2)n[nH]1
94	-1.4	-0.79	22	CCOc1ccc(OCc2ccc(C(=O)OCc3ccccn3)o2)cc1
95	-0.46	-0.32	-34	CC(C)c1ccc(/C=C/C(=O)Nc2nc3ccc([N+](=O)[O-])cc3s2)cc1
96	-0.43	-1.1	.	CCN(CC)c1ccc(NC(=O)C2CCCN(S(=O)(=O)c3cccnc3)C2)c(C)c1 (stereo not given)

# (more compounds)
No.	sdo1 growth	sdo1 growth Rescue 24 h	INS promoter inh	mol
97	.	.	17	N#C/C(=C/c1cn(CC(=O)O)c2ccccc12)C(=O)NCc1ccccc1
98	0.3	-0.18	.	Cc1cc2ccccc2c(=O)n1CC(=O)NCC(=O)N(C)Cc1ccccc1
99	1.2	1.2	62	CCOc1ccccc1OCC(O)CNC (stereo not given)
100	0.95	1.2	2	COc1ccccc1CNC(=O)Nc1cccs1
101	-0.87	-0.74	.	COc1ccc2c(c1)C(C)=CC(C)(C)N2C(=O)CNCc1ccc2c(c1)OCO2
102	0.66	0.86	24	COC(=O)Cn1c(=NC(=O)c2cc(-c3cccs3)nc3ccccc23)sc2cc(S(N)(=O)=O)ccc21
103	0.92	0.8	.	COCCOC(=O)C1=C(C)NC(=O)NC1c1c(Cl)nc2ccccn2c1=O (stereo not given)
104	-0.16	-0.21	6	COc1cc(NS(=O)(=O)c2ccc(F)cc2)c(OC)cc1NC(=O)C1CC1

# Continuation:
No.	sdo1 growth	sdo1 growth Rescue 24 h	INS promoter inh	mol
105	.	.	0	CCCc1c(O)nc(SCC(=O)NCc2ccco2)[nH]c1=O
106	-1.1	-0.74	0	CCOc1ccc(S(=O)(=O)N(CC(=O)N/N=C/c2cccs2)c2ccc(C)cc2)cc1
107	.	.	-100	CCCCN(C)CCCNC(=O)c1cn(CC)c2ccc(S(=O)(=O)N3CCc4ccccc4C3)cc2c1=O
108	0.16	-0.19	56	COc1ccc2nc(SCC(=O)NC(C)C)[nH]c2c1
